hgDAF12 agonist: agonists of H. glycines DAF-12 nuclear receptor. HEK293 GAL4-hgDAF12 UAS-luciferase reporter, agonist luminescence; normalized to butyrate control. activation, % at 6.8 µM. 370,000 tested, 1.8% active. AID 687014;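 active = activation above a cutoff set at the mean of all screened compounds plus 3 SD, cut at about 10% in these data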;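 note: 0% = DMSO wells and 100% = sodium butyrate wells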
DAX1 inh-1: inhibitors of human orphan nuclear receptor DAX1 (NR0B1); inhibition, % at 6.75 µM; 340,000 tested, 0.99% active; HEK293 Gal4-DAX1 luciferase reporter, luminescence; AID 504766;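 active = inhibition above the mean over all tested compounds plus 3 SD, cut at about 4.2% in these data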;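 note: 0% = DAX1-transfected cells with DMSO and 100% = empty-vector control cells with DMSO; inhibition shows as a rise in luminescence from relieved DAX1 repression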
Target sequence (P51843 207-470 limits assumed): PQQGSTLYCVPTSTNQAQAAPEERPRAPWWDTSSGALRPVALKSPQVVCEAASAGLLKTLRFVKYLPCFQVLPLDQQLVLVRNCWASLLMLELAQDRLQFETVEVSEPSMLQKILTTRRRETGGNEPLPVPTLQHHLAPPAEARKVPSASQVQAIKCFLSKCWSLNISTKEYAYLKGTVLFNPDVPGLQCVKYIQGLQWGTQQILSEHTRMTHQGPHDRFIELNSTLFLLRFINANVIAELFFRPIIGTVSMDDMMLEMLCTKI
PG9 binder: small molecules binding HIV-1 gp120 antibody PG9. 360,000 tested, 0.43% active. AID 624416. inhibition, % at 6.7 µM. TR-FRET gp120-PG9 antibody binding; in the data active = inhibition above about 8.5%
PLCb3 inh: inhibitors of human phospholipase C beta3; Q01970; Purified PLC-beta3, fluorogenic substrate, fluorescence; inhibition, % at 12.2 µM; 370,000 tested, 0.18% active; AID 720704; in the data active = inhibition above about 11%;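 note: 0% = median of compound wells on plate and 100% = full blocker control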
hcDAF-12 act: activates DAF-12 receptor from parasite H. contortus; activation, % at 6.8 µM; 370,000 tested, 1.4% active; HEK293 hcDAF-12 lit1-tk-luc reporter, luminescence; 0% DMSO, 100% Δ7-dafachronic acid;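 active = activation above the mean of all tested compounds plus 3 SD, cut at about 5.5% in these data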;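 note: 100% = response to 3 µM Δ7-dafachronic acid high control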
FXN GAA850 act: increases GAA850 frataxin promoter reporter activity; HEK293 lucGAA850 FXN promoter luciferase reporter, 24 h; percent of 10 µM SAHA response; activation, % at 6 µM; 360,000 tested, 0.56% active; AID 540364;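 active = activation above the average of all compounds screened plus 3 SD, cutoff fixed separately per campaign, cut at about 7.5% in these data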;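 note: 0% = DMSO wells and 100% = 10 µM SAHA wells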
SMARCA2 activ: SMARCA2 function activation, primary screen. MG213 cells, MMTV-luciferase reporter, dexamethasone, overnight. activation, % at 9.1 µM. 370,000 tested, 1% active. AID 652017; in the data active = activation above about 7.8%;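 note: 0% = vehicle wells and 100% = reference activator wells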
NR1D1 modulator: modulates human Rev-erb alpha binding to DNA; P20393; Rev-erbα–FITC-DNA binding, fluorescence polarization, 90 min; activity, % at 10 µM; 370,000 tested, 0.79% active; AID 1259318;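 active = activity above about 14%, limit read from the data; passing the limit was not always enough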;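 note: 0% = DMSO wells with 35 nM protein and 100% = DMSO wells with 750 nM protein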
HGIII-sPLA2 inh: Blocks human group III sPLA2 activity. Q9NZ20. QFRET BODIPY PC-A2 liposome hydrolysis, fluorescence. inhibition, % at 12.2 µM. 370,000 tested, 0.56% active. AID 743126;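 active = inhibition above mean plus 3 SD of compounds lying within the high and low control bounds, cut at about 19% in these data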;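 note: 0% = median of test compound wells and 100% = no enzyme DMSO wells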
Target sequence (Q9NZ20 whole entry, looked up): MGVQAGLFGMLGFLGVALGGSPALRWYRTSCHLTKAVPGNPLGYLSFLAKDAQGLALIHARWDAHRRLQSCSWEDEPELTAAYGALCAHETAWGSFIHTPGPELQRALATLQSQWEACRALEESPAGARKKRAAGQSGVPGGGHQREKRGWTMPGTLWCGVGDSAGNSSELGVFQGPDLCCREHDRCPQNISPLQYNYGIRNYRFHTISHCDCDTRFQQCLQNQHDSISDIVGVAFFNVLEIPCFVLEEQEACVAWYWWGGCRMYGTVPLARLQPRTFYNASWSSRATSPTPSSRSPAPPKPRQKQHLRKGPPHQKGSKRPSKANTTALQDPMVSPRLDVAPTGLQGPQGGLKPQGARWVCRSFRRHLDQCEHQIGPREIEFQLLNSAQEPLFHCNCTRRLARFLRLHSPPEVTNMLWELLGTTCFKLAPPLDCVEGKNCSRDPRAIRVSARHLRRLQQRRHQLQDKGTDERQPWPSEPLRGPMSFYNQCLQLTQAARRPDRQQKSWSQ
ssDAF-12 act: activates DAF-12 receptor from parasite S. stercoralis | HEK293 ssDAF-12/GRIP1 lit1-tk-luc reporter, luminescence; % of 3 µM dafachronic acid response | activation, % at 6.8 µM | 370,000 tested, 1% active;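 active = activation above the mean over all tested compounds plus 3 SD, cut at about 0.9% in these data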;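 note: 0% = DMSO-only wells and 100% = 3 µM delta7-dafachronic acid wells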
DAX1 inh-2: blocks DAX1 repression of SF-1 activated StAR promoter | HEK293T StAR-luciferase reporter, SF-1/DAX-1 repression relief | inhibition, % at 6.8 µM | 370,000 tested, 1.1% active | AID 652010;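 active = inhibition above the mean over all tested compounds plus 3 SD, cut at about 3.6% in these data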;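 note: 0% = DAX-1 cells with DMSO and 100% = cells lacking DAX-1 with DMSO; higher inhibition means more luminescence from relief of DAX-1 repression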
* hit, by the source's call; / = not tested or not shown. This is a random part of the collection; overall some 7% were active at least once.

Compound	hgDAF12 agonist	DAX1 inh-1	PG9 binder	PLCb3 inh	hcDAF-12 act	FXN GAA850 act	SMARCA2 activ	NR1D1 modulator	HGIII-sPLA2 inh	ssDAF-12 act	DAX1 inh-2
Cc1cccc(-n2ncc3c(=O)[nH]c(SCC(=O)N4CC(=O)Nc5ccccc54)nc32)c1	2.9	0.9	2.1	-10.2	1.3	-0.4	-1.4	0.2	13.8	-0.7	0.7
CCCc1cc(=O)n2[nH]c(-c3ccc(Br)cc3)cc2n1	5.7	1.2	7.7	-0.5	5.6*	3.0	8.2*	1.2	-11.4	1.1*	2.1
CCCCOc1cccc(OCC(=O)Nc2nc3ccccc3[nH]2)c1	2.1	-0.7	-1.0	6.0	1.3	1.6	-0.1	-0.5	9.2	-0.9	0.2
C[C@H](O)[C@@H]1CN2CCc3ccc(N4CCOCC4)cc3[C@@H]2C[C@@H]1N(C)C(=S)NCCc1ccccc1	0.6	/	/	-8.3	-2.3	/	0.7	-1.1	1.1	-1.1	-1.3
CCN(CC)C(=O)CSc1nc(COc2ccccc2)nc2ccccc12	-2.5	-1.7	0.1	-5.0	-2.3	-0.4	-1.2	-2.9	3.4	-1.5	-1.4
OC[C@@H]1CN(Cc2cccnc2)C[C@H](n2cnc3c(N4CCOCC4)ncnc32)O1	-4.1	/	1.9	-5.3	-1.3	-1.9	-4.0	2.4	16.4	-1.1	-0.4
COc1ccc(CN2CCN(S(=O)(=O)c3ccccc3)CC2)c(OC)c1	-1.9	-3.3	-0.3	3.4	-1.1	-3.8	-3.8	0.0	-5.3	-1.9	0.1
Cc1ccccc1OC(=O)n1c(=S)oc2cc(Cl)ccc21	0.3	0.9	-0.6	-1.3	-1.4	-0.6	-3.0	-2.7	6.3	-1.0	-0.9

Remaining list, next part.
Compound	hgDAF12 agonist	DAX1 inh-1	PG9 binder	PLCb3 inh	hcDAF-12 act	FXN GAA850 act	SMARCA2 activ	NR1D1 modulator	HGIII-sPLA2 inh	ssDAF-12 act	DAX1 inh-2
O=C(CN1CCN(S(=O)(=O)c2ccccc2)CC1)Nc1cccc(C(F)(F)F)c1	-1.6	0.1	0.6	-0.6	-2.9	-1.7	-5.0	-1.1	-19.9	-1.3	-0.8
COc1cc(/C=C\C(=O)NCc2ccc3c(c2)cc(C)n3C)cc(OC)c1OC	0.3	0.3	-0.1	-64.8	0.8	-2.4	-2.7	-1.2	-4.9	-1.3	-0.9
CN(Cc1ccccc1)C(=O)CN1C(=O)COc2ccc(S(=O)(=O)N3CCCC3)cc21	3.1	0.5	-1.7	-4.0	-1.0	-1.2	1.3	1.1	-0.8	-0.6	0.3
Cc1cccc(CN2CCSc3sccc3C2=O)c1	0.6	1.0	-1.1	-1.9	-0.9	0.5	-3.1	1.5	-1.3	-0.9	0.5
O=C1NC(Cc2ccccc2)c2nc3cc(Cl)ccc3c(=O)n2-c2cc(Cl)ccc21 (configuration not stated)	0.1	/	1.5	-4.1	1.9	/	3.2	-1.9	2.4	-0.2	0.4
Cc1cccc(Cn2c(C(C)O)nc3ccccc32)c1 (configuration not stated)	-2.6	-1.6	-0.4	1.2	-0.7	2.5	-1.9	-0.6	-0.1	-1.2	-0.9
CCC(=O)N1CCc2cc(S(=O)(=O)NCCC(=O)N3CCN(Cc4ccccc4)CC3)ccc21	-0.6	-0.4	-0.4	0.2	-2.8	2.9	-0.7	0.6	-1.1	-2.4	-0.6
COc1ccc2cc(OCC(=O)NNC(=O)Nc3ccc(F)cc3)ccc2c1	0.5	0.4	22.9*	-17.1	-1.2	1.7	1.3	42.1*	-24.9	-0.6	0.1

Continuation.
Compound	hgDAF12 agonist	DAX1 inh-1	PG9 binder	PLCb3 inh	hcDAF-12 act	FXN GAA850 act	SMARCA2 activ	NR1D1 modulator	HGIII-sPLA2 inh	ssDAF-12 act	DAX1 inh-2
Cc1nnc(SCC(=O)Nc2ccc3c(c2)OCO3)n(N)c1=O	-0.4	-0.7	0.8	-4.7	-1.8	-1.2	-0.7	5.4	5.7	-0.6	-1.2
Nc1ncc2c(n1)-c1cc(Cl)ccc1SC2	0.5	-0.7	1.6	-5.5	3.2	3.0	-3.4	34.3*	2.3	-0.6	0.5
CCOC(=O)C1=CCN(S(=O)(=O)c2ccccc2Cl)C1c1cccc(Br)c1 (configuration not stated)	1.1	/	-0.5	1.6	-1.9	/	-1.4	-1.6	2.2	-1.0	-2.1
C=C(C)C(=O)Nc1cccc(C2=NOC3(C2)C[C@H](C(N)=O)N(C(=O)COc2ccc(Cl)cc2)C3)c1 (some centres not stated)	-0.8	-0.6	0.0	-1.2	-3.0	-0.1	-1.2	0.0	-7.9	-1.4	-0.4
COc1cccc(-c2cn(C[C@H]3CC[C@@H]([C@@H]4CC[C@H](Cn5cc(-c6cccc(OC)c6)nn5)O4)O3)nn2)c1	-2.1	-2.1	1.6	0.4	-1.8	-1.5	2.7	-1.9	-17.1	-1.9	-0.7
CNc1cncc(-c2ccccc2NC(C)=O)n1	0.1	/	0.1	-97.6	1.1	-0.1	-1.7	-6.6	13.4	-1.0	-1.0
CCN1C(=O)[C@H]2[C@@H](c3ccc(SC4CCCCC4)c(OC)c3)N3CCCC[C@@]3(C(=O)OC)[C@H]2C1=O	-0.5	0.1	-1.2	5.4	-1.8	0.0	-0.6	-0.3	-9.3	-1.1	0.0
Cc1ccc(CNC(=O)c2ccc(Cn3nc(C)cc3C)o2)cc1	-1.1	0.6	-0.3	-12.2	-1.7	-0.7	-2.6	0.6	-0.5	-0.9	-0.7

Further structures:
Compound	hgDAF12 agonist	DAX1 inh-1	PG9 binder	PLCb3 inh	hcDAF-12 act	FXN GAA850 act	SMARCA2 activ	NR1D1 modulator	HGIII-sPLA2 inh	ssDAF-12 act	DAX1 inh-2
Cc1ccccc1N=C1NC(=O)/C(=C/c2cccn2C)S1	-1.8	1.7	-1.2	-18.2	-1.2	1.3	0.7	0.7	-9.3	-2.1	-0.1
S=c1nc(-c2ccccc2)[nH]c2ccc(Br)cc12	2.8	1.4	4.7	-5.0	4.7	2.2	5.3	10.2	0.7	0.6	-0.2
Cc1noc(/C=C/N(C)C)c1S(=O)(=O)N1CCN(c2ccccc2)CC1	0.8	-0.4	0.6	0.2	0.7	-0.4	-1.9	-1.1	11.5	-0.3	0.9
C(=C\c1ccc2ccccc2n1)/c1ccccc1	5.7	-2.4	0.1	-6.8	13.6*	-1.9	0.8	4.1	13.5	1.3*	2.3
CC1(C(=O)NS(=O)(=O)c2cccc(Cl)c2)CCN1C(=O)C1(c2ccc(Cl)cc2)CCC1 (configuration not stated)	-0.2	/	-1.1	-2.6	0.5	-0.2	1.2	3.3	-30.6	-1.6	-0.8
COc1cc2ncnc(NCc3ccccc3)c2cc1OC	0.0	3.5	-0.8	0.0	-2.2	0.0	-3.1	2.7	-2.6	-1.3	0.2
COc1cc(OC)c(NC(=O)c2cc(S(=O)(=O)N3CCOCC3)cn2C)cc1Cl	-0.4	1.6	0.2	0.2	-0.9	-0.1	-0.2	3.7	-3.5	-1.3	-0.1
C=CCSC1=C(C#N)C(c2ccccc2Cl)C(C(=O)c2cccs2)C(O)(C(F)(F)F)N1 (configuration not stated)	-0.1	-1.2	-1.6	3.0	-1.3	-3.2	-1.8	-7.9	-12.7	-1.1	-0.9

Next entries
Compound	hgDAF12 agonist	DAX1 inh-1	PG9 binder	PLCb3 inh	hcDAF-12 act	FXN GAA850 act	SMARCA2 activ	NR1D1 modulator	HGIII-sPLA2 inh	ssDAF-12 act	DAX1 inh-2
Cn1cccc1CC(=O)NN=C/C=C\c1ccco1	6.6	/	/	-9.1	1.5	/	-5.6	-17.7	14.1	-0.4	1.7
Cc1csc(NC(=O)CSc2nc(C(C)C)nc3c2c(=O)n(C)c(=O)n3C)n1	-4.9	2.5	0.3	1.8	-3.0	-1.1	-4.5	2.3	7.3	-1.3	-1.6
Cc1c(Br)c(C(F)(F)F)nn1CC(=O)NCC1CCCO1 (configuration not stated)	-2.0	1.2	-1.0	0.7	-0.6	0.5	2.2	-6.0	1.3	-1.9	0.1
COc1cc(/C=N/Nc2nnc3c(n2)[nH]c2ccccc23)ccc1O	4.5	-1.6	0.1	0.9	3.0	0.7	-0.8	-28.9	3.2	-1.4	-0.4
CC1CCN(S(=O)(=O)c2ccc(F)c(C(=O)O)c2)CC1	0.1	1.7	-1.2	2.7	-0.9	-0.1	2.1	0.1	7.4	-1.4	0.9
CCCc1ccc(S(=O)(=O)NCc2nnc(SC)n2C)cc1	-1.3	-0.5	4.0	-2.1	-0.9	1.7	-1.3	-2.5	-1.9	-0.9	-0.2
O=S(=O)(Nc1nc(SCc2ccc(Cl)cc2)n[nH]1)c1ccccc1	1.7	/	0.5	-1.1	-2.4	2.5	2.8	2.9	-15.3	-1.6	0.1
O=c1c2sccc2n(Cc2ccc(F)cc2)c(=O)n1-c1ccc(F)cc1	3.6	1.1	-0.5	-1.2	-0.9	1.3	-3.3	5.5	-6.4	-0.8	0.1

Other results
Compound	hgDAF12 agonist	DAX1 inh-1	PG9 binder	PLCb3 inh	hcDAF-12 act	FXN GAA850 act	SMARCA2 activ	NR1D1 modulator	HGIII-sPLA2 inh	ssDAF-12 act	DAX1 inh-2
CN1CCN(C(=O)c2cc3sc4ccccc4c3s2)CC1	13.1*	/	0.5	-14.0	7.3*	1.9	6.5	-4.2	12.6	0.1	4.5*
O=C(Nc1ccc(N2C(=O)C3C4C=CC(C4)C3C2=O)cc1Cl)c1cccs1 (configuration not stated)	-4.1	0.5	-0.1	1.5	1.9	1.1	-2.0	-4.1	-2.5	-1.4	1.0
O=C1OC(c2cc(Br)c(O)c(Br)c2)c2ccccc21 (configuration not stated)	-1.6	0.6	0.8	-6.6	0.5	-0.1	3.2	-0.5	8.3	-0.5	0.5
CCN1CCN(C(c2cccs2)C(C)NC(=O)c2ccccc2OC)CC1 (configuration not stated)	1.2	2.7	-1.4	1.8	2.1	1.8	0.5	-1.7	-2.8	-0.9	0.6
COCc1cc(C)n(CC(=O)NCC2CCCO2)c(=O)c1C#N (configuration not stated)	2.0	2.3	-0.2	-48.6	-0.7	0.0	-1.1	-5.5	16.5	-0.6	0.3
CCN1CCN(S(=O)(=O)c2ccc3c(c2)OCCO3)CC1	-0.9	-1.0	-3.0	1.4	0.1	0.1	-1.6	-0.6	2.0	-1.2	-0.3
CCCSc1ncnc2[nH]ncc12	-1.8	-0.8	2.9	-1.1	-0.3	3.4	-4.3	-2.5	-7.9	-0.7	-0.3
COC(=O)CN1C(=O)C(C)(C)Oc2ccc(C(=O)Nc3cccc(OC)c3)cc21	-2.8	-0.9	-1.8	-2.5	-1.2	2.0	-2.5	6.3	-7.0	-1.1	-0.4
CCOCCCNC(=O)C1CCC(CNS(=O)(=O)c2cccc3nsnc23)CC1 (configuration not stated)	0.2	-0.7	-1.7	2.5	-1.0	-2.5	-0.6	2.2	0.9	-2.1	0.1

Screening data (PubChem)
